Compound activity as filed in PubChem BioAssay.
NS5 inhibitors – flavivirus cap methylation enzyme inhibition – biochemical, confirmation dose response, primary screen (AID 588689). Dengue-2 NS5 methyltransferase capping enzyme assay, biochemical; higher % means a stronger effect. inhibition, % at 25 µM, or IC50 in µM where a hit was titrated. 340,000 tested, 0.3% active; in the data active means a potency from the dose series; inconclusive means inhibition above about 29% without an active follow-up result
GPR55 LPI antagonism – inhibition of LPI-stimulated GPR55 beta-arrestin translocation – imaging, U2OS, beta-arrestin-GFP, LPI agonist, primary screen (AID 2013). U2OS GPR55 beta-arrestin-GFP translocation imaging, LPI antagonism; higher % means a stronger effect. inhibition, % at 10 µM, or IC50 in µM where a hit was titrated. 290,000 tested, 0.13% active;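 active means spots per cell inhibited over 60%, with over 100 cells counted and total cytoplasm intensity under 500,000; inconclusive means wells with under 100 cells, flagged as likely toxic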;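 further: U2OS cells stably carrying GPR55 and arrestin-GFP stimulated by 5 µM LPI near EC80; imaged beta-arrestin-GFP aggregate spots per cell after agonist stimulation; plate controls were LPI-stimulated DMSO wells for no effect and DMSO wells without LPI for full effect; some results filed as inactive read as strong as hits; confirmed hits need IC50 under 10 µM and bright autofluorescent wells are also inconclusive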
Rac1 GTP hydrolysis – MgcRacGAP GTPase-activating activity inhibitors, confirmation, biochemical, ADP Hunter fluorescence; MgcRacGAP-stimulated Rac1 GTP hydrolysis, ADP Hunter fluorescence; higher % means a stronger effect; GST-tagged Rac1 F28L mutant substrate; 340,000 tested, 0.6% active; AID 624330; inhibition, % at 30 µM; hits with a dose series show IC50 in µM;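 active means first-screen hits whose inhibition reached a set limit at any dose in the follow-up dose series; inconclusive means inhibition above the set first-screen limit but never retested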;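 further: fluorescence reports GDP produced by GAP-driven GTP hydrolysis; strong numbers were not always called active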
NTR1 agonist – NTR1-driven beta-arrestin-GFP spot formation – imaging, U2OS cells, high content, primary screen (AID 493036); P30989; agonist mode; activation, % at 20 µM; 330,000 tested, 0.17% active;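 active means activation at or above 40% of the spot to cytoplasm intensity ratio, with at least 20 cells analyzed; inconclusive means wells under 20 cells, flagged as cytotoxic or low count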;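 further: 0% = DMSO without peptide and 100% = 100 nM NTR1 peptide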
Target sequence (P30989 whole entry, looked up): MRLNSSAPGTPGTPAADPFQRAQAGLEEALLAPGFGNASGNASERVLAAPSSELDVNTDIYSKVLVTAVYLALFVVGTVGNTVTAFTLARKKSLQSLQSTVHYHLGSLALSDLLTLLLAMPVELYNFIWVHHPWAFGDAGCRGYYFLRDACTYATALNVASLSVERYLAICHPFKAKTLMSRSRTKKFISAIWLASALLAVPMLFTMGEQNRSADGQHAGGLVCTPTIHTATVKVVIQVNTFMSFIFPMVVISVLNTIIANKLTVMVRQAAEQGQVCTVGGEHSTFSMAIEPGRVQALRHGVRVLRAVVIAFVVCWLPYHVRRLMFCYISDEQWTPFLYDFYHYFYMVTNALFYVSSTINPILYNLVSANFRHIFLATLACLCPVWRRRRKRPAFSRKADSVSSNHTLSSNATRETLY
GPR55 activation – GPR55 agonists via beta-arrestin recruitment, primary screen, imaging, U2OS cells, beta-arrestin-GFP redistribution (AID 1961) | U2OS GPR55 beta-arrestin-GFP redistribution imaging; higher % means a stronger effect | one-dose activation, % at 10 µM; EC50 in µM for titrated hits | 290,000 tested, 0.048% active;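 active means activation above 40% with more than 50 cells counted in the well; inconclusive means wells holding fewer than 50 cells, flagged as toxic or sparse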;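 further: U2OS osteosarcoma cells stably expressing GPR55 and beta-arrestin-GFP; plate controls were DMSO negative control for no effect and LPI positive control for full effect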
AID2073 – inhibitors of Mint1-CaV2.2 protein interaction, biochemical, HTRF (AID 2073); 290,000 tested, 0.19% active; HTRF protein-protein interaction, Mint1-CaV2.2; higher % means a stronger effect; inhibition, % at 20 µM, or IC50 in µM where a hit was titrated; in the data active means inhibition mostly above about 51%, no sharp cut-off; inconclusive means no clear call, values can overlap the other calls; inactive means mostly below about 53%; further: some results filed as inactive read as strong as hits
SV40 large T antigen – SV40 large T antigen inhibitors, biochemical (AID 1903); SV40 large T antigen ATPase/helicase inhibition assay; higher % means a stronger effect; inhibition, % at 20 µM; hits with a dose series show IC50 in µM; 310,000 tested, 0.39% active; in the data active means a potency from the dose series; inconclusive means inhibition mostly from about 32% at the one dose, without a potency; inactive means the rest, 99 in 100 with inhibition below about 32%; further: strong numbers were not always called active
GPR35 antagonists – inhibition of zaprinast-stimulated GPR35 beta-arrestin translocation – imaging, U2OS, beta-arrestin-GFP, zaprinast agonist, primary screen (AID 2058) | inhibition, % at 10 µM, or IC50 in µM where a hit was titrated | 290,000 tested, 0.052% active | U2OS GPR35 beta-arrestin-GFP translocation imaging, zaprinast antagonism; higher % means a stronger effect;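 active means inhibition of at least 50% with at least 30 cells and total cytoplasm GFP at most 10,000,000; inconclusive means under 30 cells or total GFP of 10,000,000 plus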
Yfh1-off respiration – enhancers of respiration in Yfh1-depleted yeast, dose response, Friedreich's ataxia, plus single-dose screen (AID 1465). S. cerevisiae Yfh1-off respiration, WST-1 reduction, 72 h; higher fold induction means a stronger effect. fold induction at 50 µM, or EC50 in µM where a hit was titrated. 220,000 tested, 0.074% active;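 active means fold induction of absorbance versus untreated yeast above a set limit, then at least 30% activation at any dose in follow-up; inconclusive means repeats straddling the limit, or above it without dose testing; inactive means fold induction below the set limit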;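 further: activators that raise dye reduction in frataxin-depleted yeast; strong numbers were not always called active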
NTR1 agonist cell count 20 µM – further read-out of NTR1 agonist, marked with its call; cell count; measured here: cell count, cytotoxicity flag
NS5 inhibitors pilot replicate – recorded beside NS5 inhibitors, whose call it bears; inhibition, %; measured here: pilot screen replicate inhibition
Numbers without * were called inactive; i = inactive; ? = inconclusive; . = not tested or not shown.

SMILES	NS5 inhibitors	GPR55 LPI antagonism	Rac1 GTP hydrolysis	NTR1 agonist	NTR1 agonist cell count 20 µM	GPR55 activation	AID2073	SV40 large T antigen	GPR35 antagonists	Yfh1-off respiration	others
Cc1ccc(S(=O)(=O)CC(=O)Nc2nc(-c3ccccc3)cs2)cc1	4.2%	1.0%	8.0%	3.3	59	-0.1%	-1.9%	2.4%	3.8%	i
O=C(NCC(c1ccco1)N1CCOCC1)c1ccc(C(F)(F)F)cc1 (stereo unspecified)	-3.7%	.	3.6%	1.0	53	.	.	10.9%	.	.
COc1ccc(Cc2nnc(NC(=O)c3ccc(OC(C)=O)cc3)s2)cc1OC	-8.9%	-6.9%	5.8%	0.1	61	0.3%	5.3%	3.7%	-3.7%	.
CCOc1ccccc1NS(=O)(=O)c1cccc2nsnc12	0.7%	-0.6%	2.4%	-1.5	37	0.3%	-7.2%	-2.2%	-8.9%	i
CCN(CC(=O)NCc1ccc(Cl)cc1)C(=O)CSCC(=O)Nc1ccc(C)cc1	0.7%	.	2.1%	-1.2	59	.	.	15.0%	.	.
CCCCc1n[nH]c2c1/C(=N/O)CC(c1ccccc1)C2 (stereo unspecified)	1.7%	-8.8%	12.7%	0.7	36	0.0%	2.2%	5.2%	2.7%	i
O=C(Cn1nc(Cc2cccnc2)c2ccccc2c1=O)NCc1ccc2c(c1)OCO2	-3.4%	-8.0%	4.4%	2.9	86	-0.1%	1.4%	1.2%	5.2%	i
CCc1onc(C)c1C(=O)O	-9.6%	9.1%	-0.9%	3.1	36	0.0%	5.7%	19.7%	-4.0%	i
Cc1ccc(NC(=O)CC(=O)c2ccccc2)cc1C	-1.7%	-9.0%	4.0%	1.9	43	0.1%	9.7%	14.9%	-0.6%	.
COc1cc(OC)c(OC)cc1CNCCNC(=O)c1ccco1	-0.9%	-1.1%	14.7%	0.1	43	-0.1%	-10.6%	-0.1%	-3.3%	.
CN(c1ccc(OCC(=O)OCC(=O)Nc2c(F)c(F)c(F)c(F)c2F)cc1)S(=O)(=O)c1ccc(F)cc1	0.0%	11.0%	-1.1%	0.7	56	-0.2%	7.3%	0.3%	1.4%	i
Cc1cc2c(Nc3ccc(C(=O)O)cc3)ncnc2s1	-3.9%	11.6%	0.4%	0.1	67	-0.1%	16.6%	7.4%	-0.1%	.
CN1CCN(/C(=N\S(=O)(=O)c2ccc(F)cc2)c2ccccc2)CC1	.	4.6%	9.9%	-0.3	52	-0.1%	5.6%	27.8%	13.2%	i
CC(C)=CC(=O)OCC(=O)Nc1ncc(Cl)c(C)c1Cl	-8.8%	17.2%	7.5%	-0.2	81	-0.1%	5.9%	14.9%	0.5%	i
Cc1ccc(CN2CCCN(C)CC2)c(C)c1	-2.7%	13.0%	23.9%	-0.4	59	-0.2%	-2.7%	8.4%	9.7%	.
CC(C)C(=O)NS(=O)(=O)c1ccc(NS(C)(=O)=O)cc1	0.0%	7.0%	15.6%	-1.3	49	0.3%	-3.3%	10.4%	-3.2%	i
Cc1ncc([N+](=O)[O-])n1CCOC(=O)NC(Nc1ccc(F)cc1)C(Cl)(Cl)Cl (stereo unspecified)	-12.2%	-4.7%	-10.4%	1.0	49	0.0%	-5.9%	16.0%	-13.2%	i
CCC(=O)Nc1cccc(NC(=O)c2ccc(Br)cc2)c1	-4.5%	-1.2%	9.4%	-0.5	99	0.2%	10.0%	2.8%	-7.3%	i
CC(C)(C)C1CCc2c(C(=O)NNC(=O)CCC(=O)O)csc2C1 (stereo unspecified)	8.7%	-3.4%	4.5%	1.4	46	-0.1%	4.6%	10.6%	13.7%	i
COc1ccc(-c2csc3nc(C)nc(N4CCCCC4)c23)cc1OC	-6.0%	23.4%	1.8%	0.7	56	-0.3%	11.0%	16.6%	-8.4%	i
CCCCOc1ccc(/C=N/NC(=O)C2CCCNC2=O)cc1 (stereo unspecified)	3.8%	9.6%	7.3%	0.3	38	-0.1%	3.8%	6.0%	13.0%	i
N#Cc1c2n(c3c(=O)n(CC(=O)c4ccc(Br)cc4)cnc13)CCCC2	.	.	5.0%	-0.1	60	-0.2%	27.5%	3.9%	5.3%	i
Cc1cc(C)cc(N(C)S(=O)(=O)c2nnc(NC(=O)C(C)C)s2)c1	-1.3%	-1.4%	2.8%	2.7	99	0.4%	26.9%	-1.0%	-4.6%	.
CNc1ccn(C2CCCO2)c(=O)n1 (stereo unspecified)	3.3%	4.7%	3.8%	0.7	38	0.0%	9.5%	24.0%	0.2%	i
COc1ccc2[nH]c(=O)c(CN(CCO)C(=O)c3cccs3)cc2c1	-4.0%	2.9%	4.5%	2.3	52	0.0%	-5.2%	1.8%	-3.1%	i
O=CN1CCc2scc[n+]2-c2ccccc21	-27.2%	8.4%	?	-0.3	97	0.0%	-29.5%	26.2%	-11.4%	i
CC(C)(C)c1ccc(C(=O)NCCN2CCOCC2)cc1	0.0%	.	10.3%	0.6	46	.	.	13.3%	.	.
Cc1nc2ccc(NC(=S)NCCCO)cc2nc1C	-6.6%	-11.9%	10.5%	-0.2	38	0.3%	11.6%	10.2%	24.5%	i
CCOc1ccc(CNC(=O)CCS(=O)(=O)Cc2cccc(Cl)c2)cc1OC	-19.6%	-4.8%	0.0%	-0.6	54	0.1%	-13.3%	0.4%	-15.6%	i
C/C(=N/NC(=O)CN1CCN(Cc2ccccc2Cl)CC1)c1ccncc1	-4.4%	9.1%	-10.7%	-0.9	48	-0.1%	3.0%	24.7%	0.4%	i
C=CCN(Cc1ccc(OC)c(OC)c1)C(=O)N1CCOCC1	-5.3%	-2.6%	8.6%	-0.1	83	0.0%	17.5%	8.8%	-6.2%	.
COc1ccc(CNC(=O)C2CCN(S(=O)(=O)c3ccc4c(c3)NC(=O)C(C)S4)CC2)cc1 (stereo unspecified)	-14.1%	-8.2%	14.2%	0.0	62	-0.1%	0.9%	-8.5%	7.0%	.
Cc1ccc(S(=O)(=O)/N=C(/NNC(=O)c2cccc(Cl)c2)c2ccccc2)cc1	-7.3%	1.1%	3.3%	-0.8	39	-0.2%	5.1%	11.2%	-13.9%	.
O=C(COC(=O)c1ccccc1Nc1ccccc1)Nc1ccccc1	-5.8%	6.1%	7.2%	3.2	46	0.0%	15.7%	9.9%	-9.1%	i
O=[N+]([O-])c1cc(S(=O)(=O)/N=C(/c2ccccc2)N2CCOCC2)ccc1Cl	12.5%	10.9%	5.5%	-0.8	77	-0.4%	-6.8%	2.2%	12.7%	i
C(=C\c1ccccc1)/C=N/n1cnnc1	-5.5%	-5.9%	5.8%	2.7	89	-0.2%	1.9%	0.4%	-14.0%	i	NS5 inhibitors pilot replicate=0.0

By substructure, the compounds so far containing an NH in an aromatic ring.
SMILES	NS5 inhibitors	GPR55 LPI antagonism	Rac1 GTP hydrolysis	NTR1 agonist	NTR1 agonist cell count 20 µM	GPR55 activation	AID2073	SV40 large T antigen	GPR35 antagonists	Yfh1-off respiration	others
CCCCc1n[nH]c2c1/C(=N/O)CC(c1ccccc1)C2 (stereo unspecified)	1.7%	-8.8%	12.7%	0.7	36	0.0%	2.2%	5.2%	2.7%	i
COc1ccc2[nH]c(=O)c(CN(CCO)C(=O)c3cccs3)cc2c1	-4.0%	2.9%	4.5%	2.3	52	0.0%	-5.2%	1.8%	-3.1%	i

Continuation:
SMILES	NS5 inhibitors	GPR55 LPI antagonism	Rac1 GTP hydrolysis	NTR1 agonist	NTR1 agonist cell count 20 µM	GPR55 activation	AID2073	SV40 large T antigen	GPR35 antagonists	Yfh1-off respiration	others
COc1cccc(N(CC(=O)NC2CCCC2)C(=O)CCC(=O)Nc2nccs2)c1	-3.3%	-13.0%	5.3%	2.7	53	-0.1%	4.3%	3.0%	14.5%	.
CCC(C)NC(=O)COC(=O)c1ccc(Cl)cc1O (stereo unspecified)	-4.0%	-4.1%	5.6%	0.0	50	-0.4%	-2.8%	1.6%	-2.2%	i
Cc1ccc(SCC(=O)N=C2NC(=O)CS2)cc1	-30.3%	-6.9%	5.1%	1.6	32	0.0%	0.2%	-1.7%	-10.3%	i
CCOC(=O)COc1cc(Br)c(/C=N/Nc2ccccc2)cc1OC	-4.8%	5.4%	5.9%	-2.9	59	-0.3%	22.1%	6.2%	-7.7%	.
CCCN(CCC)CCCNC(=O)c1cc2cc3ccc(Cl)cc3nc2o1	2.0%	10.9%	13.0%	0.3	85	0.0%	8.7%	14.0%	26.0%	.
CC(=O)Nc1ccc(S(=O)(=O)N2CCN(CC3CC4C=CC3C4)CC2)cc1 (stereo unspecified)	-8.0%	12.9%	?	2.1	45	-0.1%	2.6%	20.6%	-7.6%	i
O=C(c1cc(COc2ccc(F)cc2Cl)on1)N(CCO)Cc1cccs1	-2.7%	-2.7%	7.1%	0.8	57	0.3%	10.0%	5.3%	1.9%	.
CN(CC(=O)Nc1cccc(F)c1)C(=O)c1ccc(N2CCOCC2)c([N+](=O)[O-])c1	-4.6%	14.2%	9.1%	0.7	48	0.3%	10.4%	28.6%	-6.3%	.
c1cc2c(cc1CN1CCN(C3CCCCCC3)CC1)OCO2	4.6%	12.5%	91.9µM*	1.1	102	0.0%	7.4%	-6.6%	6.4%	.
O=C1NC2(CCCCC2)C(=O)N1/N=C/c1ccc(O)cc1O	-8.0%	-2.8%	2.8%	-1.3	53	-0.1%	-5.7%	24.3%	4.2%	i
CNC(=O)CSc1nnc(-c2ccco2)n1-c1ccccc1OC	5.7%	4.6%	6.4%	0.3	76	0.8%	-14.8%	.	4.7%	i
COC(=O)Nc1ccc(S(=O)(=O)N2CCN(CCN3C(=O)C4C5C=CC(C5)C4C3=O)CC2)cc1 (stereo unspecified)	1.4%	-4.9%	0.1%	1.6	82	0.0%	10.3%	5.3%	-4.4%	i	NS5 inhibitors pilot replicate=-3.6
COc1ccc(OC)c([C@@H]2OCCC=C[C@H]2C)c1	3.2%	3.1%	-1.9%	-0.7	93	0.2%	-3.3%	7.0%	-9.5%	i
